NR5A2 inv ag: LRH-1 (NR5A2) inverse agonists, primary screen, cell-based, luminescence, HEK293T, StAR-luciferase reporter; LRH-1 transfected, 24 h; inhibition, % at 3.6 µM; 0.13% of 360,000 active; AID 602396, 2012;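 active = inhibition above the mean inhibition of all tested compounds plus 3 SD, cut at about 73% in these data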;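 note: 0% = DMSO wells and 100% = reporter-only cells lacking LRH-1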
SRC1 inh: SRC1 coactivator transcriptional activity inhibitors, primary screen, cell-based, luminescence; 0.12% of 360,000 active; inhibition, % at 3.6 µM; AID 588354, 2011; HEK293 GAL4-SRC1 luciferase reporter;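 active = inhibition above the campaign mean plus 3 SD, with each screening campaign given its own cutoff, cut at about 60% in these data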;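 note: 0% = DMSO treated cells and 100% = gossypol at 36 µM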
SRC2 inh: inhibition of GAL4-SRC2 driven luciferase reporter, primary screen, SRC2 inhibitor project, cell-based, luminescence | HEK293 GAL4-SRC2 luciferase reporter | AID 651957, 2012 | inhibition, % at 9 µM | 0.17% of 370,000 active;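 active = inhibition above the mean inhibition of all tested compounds plus 3 SD, set per campaign, cut at about 52% in these data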;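 note: 0% = DMSO treated cells and 100% = cells given Gossypol at 36 µM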
TLR9-MyD88 block: inhibitors of TLR9-MyD88 association in cells, primary screen, cell-based, CHO, BLA complementation, fluorescence. 0.21% of 340,000 active. CCF4 FRET ratio. inhibition, % at 4.98 µM. AID 504734, 2011. Toll-like receptor 9 (Homo sapiens) + Myeloid differentiation primary response protein …;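 active = inhibition above the mean over all tested compounds plus 3 SD, cut at about 21% in these data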;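 note: 0% = DMSO only wells and 100% = clavulanate BLA inhibitor control wells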
NR2F2 inh: NR2F2 transcriptional activity inhibitors, primary screen, cell-based, luciferase reporter, HEK293T, luminescence; 0.7% of 370,000 active; HEK293T NGFI-A luciferase reporter; COUP transcription factor 2 (Homo sapiens), P24468; inhibition, % at 8.6 µM; AID 686940, 2013;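 active = inhibition above a per-plate cutoff, mean inhibition of test wells between control levels plus 3 SD, cut at about 38% in these data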;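 note: cells cotransfected with COUP-TFII expression vector driving the NGFI-A reporter; 0% = median of COUP-TF2 test wells and 100% = reporter-only cells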
TROY signal inh: inhibitors of TROY-driven NF-kB signaling, primary screen, Q293 LMP1-TROYcd cells, NF-kB luciferase, uHTS; inhibition, % at 10 µM; AID 1347056, 2019; 0.98% of 360,000 active; Q293 LMP1-TROYcd NF-kB luciferase reporter, 4 h;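 active = compounds whose plate-normalised and pattern-corrected inhibition of the luciferase reporter signal at the single screening dose is 50% or more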
NOD2 RIPK2 PPI: NOD2-RIPK2 binding disruptors in cells, primary screen, fluorescence, CHO cells, BLA complementation | CCF4 ratio | 0.38% of 360,000 active | inhibition, % at 4.98 µM | Receptor-interacting serine/threonine-protein kinase 2 (Homo sapiens), O43353; in the data active = inhibition above about 21%;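 note: 0% = vehicle only and 100% = reference blocker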
Vif imaging: HIV Vif self-association inhibitors, primary screen, imaging, HEK293T, single point; HEK293T cells, Vif self-association by quenched fluorescence, 24 h; inhibition, % at 7.49 µM; 0.35% of 340,000 active; AID 602346, 2012; in the data active = inhibition above about 50%, passing the limit was not always enough; inconclusive = no clear call, values can overlap the other calls; inactive = below about 31%; note: some results filed as inactive read as strong as hits
NCOA3 inh: SRC3 coactivator transcriptional activity inhibitors, primary screen, cell-based, luminescence | HEK293 GAL4-SRC3 luciferase reporter | AID 588352, 2011 | inhibition, % at 3.6 µM | 0.17% of 360,000 active | Nuclear receptor coactivator 3 (Homo sapiens), Q9Y6Q9;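 active = inhibition above a per-campaign cutoff, the mean of all compounds plus 3 SD, cut at about 60% in these data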;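 note: 0% = DMSO-treated cells and 100% = gossypol-treated cells at 36 µM; higher means less SRC3-driven luciferase light from the GAL4 reporter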
LMP1 NFkB inh: EBV LMP1-driven NF-kappaB luciferase reporter inhibitors, primary screen, cell-based, luminescence, single point | LMP1-induced NF-kappaB luciferase reporter cells | inhibition, % at 12.5 µM | 0.69% of 350,000 active | AID 504558, 2011; in the data active = inhibition above about 41%; inconclusive = no clear call, values can overlap the other calls;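 note: 0% = neutral control wells and 100% = reference inhibitor control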
C8 TRAIL sens: viability loss with TRAIL in NB7+C8 cells, primary screen, TRAIL sensitizer project, cell-based, ATPlite luminescence; inhibition (viability loss, TRAIL sensitization), % at 10 µM; AID 624354, 2012; 1% of 360,000 active;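 active = compounds causing at least 50% loss of cell viability in the single-dose screen, relative to plate controls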
Numbers without * were called inactive; ? = inconclusive; · = no result given.

SMILES	NR5A2 inv ag	SRC1 inh	SRC2 inh	TLR9-MyD88 block	NR2F2 inh	TROY signal inh	NOD2 RIPK2 PPI	Vif imaging	NCOA3 inh	LMP1 NFkB inh	C8 TRAIL sens
Cn1c(N)c(C(=O)c2ccc(F)cc2F)c(=O)n(C)c1=O	1	7	17	-8	-3	9	8	0	23	5	0
O=C(COC(=O)c1cc(C(F)(F)F)cc(C(F)(F)F)c1)NCc1ccc(Cl)cc1	-7	-7	-4	-4	-20	2	6	-5	-2	2	4
COc1ccc(CCNC(=O)COc2cccc(-n3cnnn3)c2)cc1	-1	-4	-54	-2	8	-9	2	7	4	-4	-28
O=C(O)CCC(=O)Nc1nc2ccccc2s1	9	-3	17	12	-8	-1	-13	-1	8	-16	-5
Cc1ccc(NC(=O)Cn2cnc3c(NCc4ccccc4)ncnc32)cc1C	6	7	9	-6	-4	-4	-4	·	-3	-12	-3
Cc1ccc(NC(=S)N/N=C2\CC(C)(C)Oc3ccc(O)cc32)cc1	-10	-10	20	7	11	9	1	4	11	1	-5
O=C(OCC(=O)N1CCCc2ccccc21)c1ccccc1[N+](=O)[O-]	-24	-46	-54	-4	-27	-55	-7	-12	-37	-33	8
CCc1nnc(NC(=O)CSc2nc3cc4c(cc3cc2C)OCCO4)s1	17	11	11	5	9	-12	-5	7	1	2	-12
COc1ccc(N=C2SC(CC(=O)Nc3ccccc3F)C(=O)N2Cc2ccco2)cc1 (centres undefined)	0	5	-11	0	7	6	-4	2	10	2	-11
CCOc1cc(/C=N/N=C2/NC(=O)C(CC(=O)O)S2)ccc1OCc1ccc(Cl)cc1Cl (centres undefined)	-25	-1	·	-7	·	12	-5	-2	-2	6	41
O=C(Nc1ccc(F)cc1)Nc1nnc(Cc2ccccc2F)s1	11	4	5	4	12	11	2	-6	7	-10	8
COCCNC(=O)C(c1ccc(O)cc1)N(Cc1ccccc1)C(=O)CCC(=O)Nc1ccccn1 (centres undefined)	-1	7	-1	-8	2	7	0	1	7	-8	-7
Cc1ccc(-c2ccc(SCC(=O)Nc3cc(C)on3)nn2)cc1	-36	-16	-23	2	-13	-14	-9	-4	-16	1	5
Cc1ncccc1C(=O)N1CCCC(CNC(=O)C2(c3ccc(Cl)cc3)CC2)C1 (centres undefined)	-28	-14	-17	7	7	-7	-51	6	14	3	-4
CCOC(=O)c1cnc(Nc2ccc(OCC)cc2)nc1C	-12	-26	-50	-11	-4	-46	-2	3	0	-2	-2
Cc1ccc(NC(=O)CSCc2nc3c(nnn3Cc3ccc(F)cc3)c(=O)[nH]2)c(C)c1	10	10	-30	-6	-1	-9	0	4	5	-5	-7
COc1ccc(CCN(C)C(=O)c2c(C)noc2C)cc1OC	0	-9	-10	6	11	-6	0	19	14	-2	-12
CCN(CC)c1ccc(C2Nc3cccc4cccc(c34)N2)cc1	-32	-29	17	-3	-5	-46	-3	19	-26	-9	15
CNC(=O)c1c(NC(=O)CCS(=O)(=O)c2ccc(F)cc2)sc(C)c1C	21	0	-24	4	11	-4	5	-6	-11	-4	-14
CCOC(=O)c1ccc(N2C(=O)CC(N3CCC(C(=O)OCC)CC3)C2=O)cc1 (centres undefined)	13	10	-6	4	-12	8	-8	·	-2	-1	0
Cc1ccc(C)c(S(=O)(=O)N2CCCOC2CNC(=O)C(=O)NC2CC2)c1 (centres undefined)	11	3	-14	15	-6	7	-6	-2	3	-1	-3
CCN(CC)c1nc2c(c(=O)n(C)c(=O)n2C)n1CC(=O)c1ccccc1	11	-2	-29	·	-15	-12	-6	4	9	4	-6
COC(=O)c1sc(NC(=O)C2CCCCC2C(=O)O)c(C(=O)OC)c1C (centres undefined)	13	7	5	1	1	-13	4	-3	3	6	-5
CC(/C=N/NC(=O)c1cc(C(C)(C)C)[nH]n1)=C\c1ccccc1	2	14	-11	-7	2	-30	-6	·	-21	-18	11
CN(C)C(=O)c1ccc(NC(=O)c2cc(-c3ccco3)nc3ccccc23)cc1	10	-16	-26	-7	6	-19	-2	-11	-46	-8	16
COC(=O)CN1C(=S)N(c2ccc(Cl)cc2)C(=O)C1CC(=O)Nc1ccc(Cl)cc1 (centres undefined)	14	5	10	-6	-11	14	-1	-3	6	-18	-6
Cc1ccc(-c2nc(CN(Cc3c(C)nn(C)c3C)C(C)C)c(C)o2)o1	-6	5	15	-5	4	14	2	21	2	-1	-4
Cc1cc(C)n2c(SCC(=O)Nc3cc(C)on3)nnc2n1	-2	-5	8	13	2	0	-5	·	22	-6	4
CCn1cc(C(=O)NCCCOC(C)C)c(=O)c2cc(S(=O)(=O)N3CCOCC3)ccc21	-6	-14	-20	-6	-15	-13	8	8	9	5	2
O=C(c1ccccc1-c1nc2ccccc2[nH]1)N1CCCCC1	-14	-18	-9	-3	-2	-10	1	-8	5	-6	-7
Cc1ccc(-n2ncc3c2CC(C)(C)CC3NC(=O)CCc2ccncc2)cc1 (centres undefined)	-13	12	11	-2	10	-19	5	-1	11	1	-5
NS(=O)(=O)c1ccc(CCNC(c2ccccc2)c2ccccc2)cc1	21	7	-2	4	4	7	-10	2	-5	-6	12
Cc1cc(-c2ccc3ccccc3c2)n2ncnc2n1	16	8	-7	-3	4	-10	-1	10	7	3	-7
Cc1cc(S(=O)(=O)N2CCOCC2)ccc1OCC(=O)NCc1ccco1	6	0	-8	2	-12	-5	12	-6	-7	-6	4
CC(C)(C)C(=O)NC(=S)Nc1ccc(F)cc1	-26	-24	-12	-6	-6	-35	-3	·	-13	-7	13
COc1ccc(C(=O)/C=C/C(=O)N(CC(=O)NC2CCCCC2)Cc2ccccc2)c(O)c1	-10	-1	-8	-2	19	3	7	8	4	-5	31
Nc1ncnc2c(C3OC(CO)C(O)C3O)c[nH]c12 (centres undefined)	100*	94*	70*	6	82*	71*	-1	-14	94*	92*	88*
CCOc1ccc(NC(=O)c2ccc3nccnc3c2)cc1	-67	-57	-53	-1	-33	-54	-7	-8	-39	-16	6
Cc1csc(SCCn2c(N3CCCC3)nc3c2c(=O)[nH]c(=O)n3C)n1	16	7	-1	6	-8	·	-19	25	-24	-4	-12
Cc1ccc(NC(=O)COC(=O)C2(CC(=O)NC(C)C)CCCC2)cc1C	9	-4	0	-27	8	-11	-8	-7	0	2	-2
CCOc1ccccc1NC(=S)N(CCN(C)C)C(C)c1ccncc1 (centres undefined)	-17	-7	-11	-2	-12	-4	1	9	14	2	20
COc1ccc(OC)c(C(=O)COC(=O)CNC(=O)C2CCCCC2)c1	2	-4	-16	4	3	-2	0	0	-43	-2	3
COc1ccc(NC(=O)c2sc3ncn(CC(=O)N4CCN(c5ccccn5)CC4)c(=O)c3c2C)cc1OC	13	4	-13	7	3	-32	-4	4	2	7	-7
O=C(NCc1ccccc1)c1ncn[nH]1	10	-5	14	-1	-4	-11	-11	-8	18	-12	-8
COc1ccc(N/N=C(/C#N)S(=O)(=O)C(C)(C)C)cc1	-22	1	-47	-1	3	5	-3	-2	11	13	18
COc1ccc(-c2csc(NC(CO)c3nc4ccccc4n3CCOCCO)n2)cc1 (centres undefined)	-16	-12	-39	0	-24	-39	-5	·	-24	7	-3
O=C(N/N=C/c1c[nH]c2ccccc12)c1ccc(Br)cc1	0	-2	-22	-3	-4	-39	3	2	-28	-12	-16
Nc1nc(COc2ccc3ccccc3c2)cs1	-8	-64	-38	5	-35	-63	-2	-3	-48	-10	3
COc1ccc(NC(=O)CN(C)C(=O)c2cccc(-n3cccc3)c2)cc1	10	-22	-45	-1	-7	-8	-5	1	-3	-8	-6
O=C(CC1COc2ccccc2O1)Nc1ccccn1 (centres undefined)	-11	-8	-29	-14	9	·	-2	8	-1	-2	1
CC(=O)Nc1ccc2nc(SCC(=O)Nc3ccc(N4CCOCC4)c(Cl)c3)sc2c1	-38	-62	-46	-11	-35	-6	-2	-15	-56	-26	12
COC(=O)COc1ccc(C2NC(=O)NC(c3ccccc3)=C2C(C)=O)cc1Br (centres undefined)	-2	-7	18	4	10	-6	5	0	7	-5	-6
CCOc1ccc(OCC)c(NC(=O)c2[nH]c(C)c(C(C)=O)c2C)c1	-2	3	11	-11	-9	-13	-1	·	-5	7	0
O=C(Nc1nnc(C2CC2)s1)c1cc(S(=O)(=O)N2CCCCC2)ccc1N1CCOCC1	10	9	-12	-7	9	23	-10	-17	22	-13	-6
CC(C(=O)O)N1C(=O)CSc2ncccc21 (centres undefined)	5	2	14	0	-2	·	-11	-4	-6	2	-8
CC(C)(C)C(=O)C(C(c1ccccc1)N1CCOCC1)N1CCOCC1 (centres undefined)	5	2	10	-11	7	-15	-19	3	6	-3	1
COc1ccc(OC)c(S(=O)(=O)NC(C)(C)C)c1	12	12	3	6	-10	-10	2	14	-8	-5	11
COc1nc(OC)nc(N2CCC(C(=O)Nc3cccc4ccccc34)CC2)n1	-7	1	-11	3	17	14	-8	-5	3	2	-1
CCCS(=O)(=O)c1c(S(=O)(=O)CCC)c2ccc(C(N)=O)cn2c1C(=O)OC	-1	-5	4	4	-18	5	2	-4	18	7	-2
COc1ccc(C(=O)OCc2cc(=O)oc3cc(C)ccc23)cc1S(=O)(=O)N1CCOCC1	13	6	-1	-2	7	-20	-3	·	-2	-1	-24

Single records, from the list above. Order of screens: NR5A2 inv ag	SRC1 inh	SRC2 inh	TLR9-MyD88 block	NR2F2 inh	TROY signal inh	NOD2 RIPK2 PPI	Vif imaging	NCOA3 inh	LMP1 NFkB inh	C8 TRAIL sens
COc1ccc(C(=O)OCc2cc(=O)oc3cc(C)ccc23)cc1S(=O)(=O)N1CCOCC1 in the list: 13	6	-1	-2	7	-20	-3	·	-2	-1	-24
NS(=O)(=O)c1ccc(CCNC(c2ccccc2)c2ccccc2)cc1 in the list: 21	7	-2	4	4	7	-10	2	-5	-6	12

Next structures.
SMILES	NR5A2 inv ag	SRC1 inh	SRC2 inh	TLR9-MyD88 block	NR2F2 inh	TROY signal inh	NOD2 RIPK2 PPI	Vif imaging	NCOA3 inh	LMP1 NFkB inh	C8 TRAIL sens
CS(=O)(=O)Nc1ccc(S(=O)(=O)N2CCCC2)cc1	3	8	-12	4	6	1	-4	2	17	-7	-9
O=C(c1nn2c(C(F)(F)F)cc(-c3ccco3)nc2c1Br)N1CCCc2ccccc21	-20	-8	1	8	-8	1	1	-10	-21	3	15
c1ccc(Oc2cccc(CN3CCCCC3)c2)cc1	8	-1	5	0	17	-21	10	?	-1	-2	2
CCCN(CC(=O)Nc1ccccc1C)C(=O)c1ccc(S(=O)(=O)N2CCCC2)cc1	-2	-33	29	12	3	-1	-10	-1	-17	-6	-15
COc1cccc2c(=O)n(CC(=O)N3CCC(C)CC3)ccc12	1	-6	12	-6	-1	-45	-3	-5	2	3	-9

These rows are one share of the data (hit frequency here may not be typical).
